Screening data (PubChem)
BRCA1 expr act = qHTS Assay to Identify Small Molecule Activators of BRCA1 Expression; 380,000 compounds, 1.1% hits; AID 624202, 2012; Potency, µM (highest dose often 46.1 µM), for inactives: at the top dose activation, hits mostly activators; MCF7-BRCA1-FFLuc reporter, luminescence, 48 h; response scale: scaled: vehicle 0%, 10 µM genistein 100%; also: potency is read from the fitted curve at half-maximal effect; nearly all actives have a fitted effect of over 80% in size; some results filed as inactive show a strong effect at the top dose
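Quantitative HTS in MCF7 cells stably reporting BRCA1 expression via firefly luciferase. Compound treatment lasts 48 h at 37 °C in phenol-red free MEM. Activation is expressed relative to genistein at 10 microM and DMSO.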
a7 integrin act = qHTS for Activators of Integrin-Mediated Alleviation for Muscular Dystrophy | alpha7betagal myoblasts, beta-gal FDG fluorescence, 48 h | AID 624291, 2012 | Potency, µM (titrated, usually from 38.3 µM), inactives show top-dose activation, hits mostly activators | 350,000 compounds, 0.064% hits;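 also: potency is read from the fitted curve at half-maximal effect; 100% = response of the positive control SU9516; nearly all actives have a fitted effect of over 60% in size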
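alpha7betagal+/- myoblasts (passage 13, 250/well) treated 48 h at 37C with compounds at 1:260 dilution of DMSO stock. Lysed, then beta-galactosidase activity read as FDG fluorescence (ex 480/em 540) after 30 min, with pre-read for autofluorescence.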
TRPV1 agonist = HTS Assay for Compounds that Act as Agonists of the Vanilloid Receptor 1. TRPV1-expressing cells, Fluo-8 calcium influx, agonist mode. activation, % at 8.33 µM. 320,000 compounds, 0.19% hits. AID 540275, 2011; in the data active = activation above about 80%; inconclusive = between about 30% and that limit; also: 0% is about no effect
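Fluo-8 calcium influx in TRPV1-expressing cells, kinetic read (ex 480/em 520 nm). Compound added and read 3 min for agonist activity, followed by capsaicin at EC20 final and 2 min further read for enhancement.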
TSG101-PTAP inh = qHTS Assay for Iinhibitors of HIV-1 Budding by Blocking the Interaction of PTAP/TSG101 | Fluorescence polarization, FITC-PTAP peptide / Tsg101 binding | Potency, µM (doses to about 115 µM), without a hit: top-dose activity change, negative = inhibition, most hits filed as inhibitors | 340,000 tested, under 10 active | AID 493005, 2010; active = well fitted inhibition curve with a large enough effect in the main read-out, with a control signal flat, not every such curve was filed as active; inconclusive = small, poorly fitted or top-dose-only effect, or effect the other way, or a change in a side signal; inactive = no such curve, though single readings can be large or run the other way; also: potency is read from the fitted curve at half-maximal effect; % of control where 0% means no effect
Target sequence (Q99816 whole entry, looked up): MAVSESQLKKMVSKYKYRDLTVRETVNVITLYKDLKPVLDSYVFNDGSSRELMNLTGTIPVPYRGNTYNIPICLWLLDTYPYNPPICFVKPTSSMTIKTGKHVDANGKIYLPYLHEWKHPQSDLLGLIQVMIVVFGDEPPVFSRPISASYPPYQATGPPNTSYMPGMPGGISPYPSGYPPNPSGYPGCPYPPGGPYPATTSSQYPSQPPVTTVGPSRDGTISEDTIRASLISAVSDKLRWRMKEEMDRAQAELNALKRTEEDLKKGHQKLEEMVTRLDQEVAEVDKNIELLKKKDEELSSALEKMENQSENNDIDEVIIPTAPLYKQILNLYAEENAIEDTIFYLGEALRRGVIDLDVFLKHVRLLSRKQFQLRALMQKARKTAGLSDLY
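FP read-out: FITC-PTAP peptide, 50 nM final, binding Tsg101 binding domain, 10 uM final; 20 min, r.t.; 10 mM HEPES pH 7.5, 0.15 M NaCl, 0.01% Tween 20, 3 mM EDTA, 0.1 mM TCEP.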
ELG1 genotox = qHTS screen for small molecules that induce genotoxicity in human embryonic kidney (HEK293T) cells expressing luciferase-tagged ELG1 | Potency, µM (titrated, usually from 46 µM), without a hit: at the highest dose activity change, positive = activation, most hits filed as activators | 330,000 compounds, 1.3% hits | HEK293T ELG1-luciferase reporter, luminescence, 16 h; also: potency is read from the fitted curve at half-maximal effect; % of control where 0% means no effect; nearly all actives have a fitted effect of over 60% in size
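Step 1: seed 2,000 HEK293T ELG1-luciferase cells per well. Step 2: add compound or DMSO, incubate 16 hr at 37 °C. Step 3: ONE-Glo, 30 min at room temperature, read luminescence.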
ASM inhibitor = Inhibitors of Secretory Acid Sphingomyelinase (S-ASM): qHTS | Potency, µM (highest dose often 57.5 µM), for the others: at the highest dose activity change, negative = inhibition, hits mostly inhibitors | Sphingomyelin phosphodiesterase (Homo sapiens), P17405 | placental ASM, HMU-PC fluorogenic substrate, 60 min | 340,000 compounds, 0.006% hits; also: potency is read from the fitted curve at half-maximal effect
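Fluorescence read-out (Ex 386 nm, Em 447 nm) after stopping the reaction at pH 10. Enzyme: ASM from human placenta; substrate HMU-PC0, 9 uM final; 60 min, 37 °C. Compound preincubation 10 min, ambient temperature.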
B2AR arrestin = qHTS assay of beta-arrestin-biased ligands of beta2-adrenergic receptor; beta-arrestin recruitment to beta2AR, cell-based reporter; Potency, µM (series often up to 46.1 µM), inactives show at the top dose activation, actives largely listed as activators; 330,000 compounds, 0.02% hits; AID 492947, 2010;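 also: potency is read from the fitted curve at half-maximal effect; 0% = DMSO controls and full agonism = EC100 isoproterenol or metaproterenol; nearly all actives have a fitted effect of over 65% in size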
Target sequence (P07550 whole entry, looked up): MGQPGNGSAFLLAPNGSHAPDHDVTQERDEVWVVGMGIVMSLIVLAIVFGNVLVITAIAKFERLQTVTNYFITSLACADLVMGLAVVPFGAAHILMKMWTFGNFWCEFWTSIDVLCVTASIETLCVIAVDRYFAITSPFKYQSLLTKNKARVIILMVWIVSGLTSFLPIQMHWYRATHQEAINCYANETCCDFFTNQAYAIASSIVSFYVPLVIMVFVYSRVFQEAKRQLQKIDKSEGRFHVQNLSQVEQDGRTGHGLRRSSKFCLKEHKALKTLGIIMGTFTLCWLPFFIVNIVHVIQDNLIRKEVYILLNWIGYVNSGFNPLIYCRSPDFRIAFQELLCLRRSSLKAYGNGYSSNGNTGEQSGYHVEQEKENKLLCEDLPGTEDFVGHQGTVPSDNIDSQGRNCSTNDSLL
p53 reactivator = qHTS assay for re-activators of p53 using a Luc reporter. H1299 p53-A138V BP100-luciferase reporter, luminescence, 24 h. Potency, µM (doses to about 92.2 µM), inactives show at the highest dose activity change, positive = activation, most hits filed as activators. 320,000 compounds, 0.063% hits. AID 504706, 2011; also: potency is read from the fitted curve at half-maximal effect; % of control where 0% means no effect; nearly all actives have a fitted effect of over 45% in size
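H1299 (p53-null), stable ts p53-A138V + BP100-Luc; 1000 cells/well, Opti-MEM/10% FBS; cpd 4 pt, 1:5; 24 h, 37 deg C, 5% CO2; detection reagent 10 min RT; luminescence.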
uPA generation = qHTS for Inhibitors of Cell Surface uPA Generation; Potency, µM (series often up to 38.3 µM), without a hit: at the highest dose activity change, negative = inhibition, hits mostly inhibitors; cell surface uPA generation assay, qHTS; 330,000 compounds, 0.31% hits; active = well fitted inhibition curve with a large enough effect; inconclusive = small, poorly fitted or top-dose-only effect; inactive = no such curve, though single readings can be large or run the other way; tested in mouse RAW 264.7 cells; also: potency is read from the fitted curve at half-maximal effect; % is scaled to controls: 0 for no effect and ±100 for the full control effect; nearly all actives have a fitted effect of over 55% in size
USP2a inh = qHTS Assay for Inhibitors of Ubiquitin-specific Protease USP2a Using CHOP2 as the Reporter. USP2 core, Ub-CHOP2 coupled fluorogenic reporter, 485/531. 330,000 compounds, 0.01% hits. Potency, µM (top dose mostly 38.3 µM), inactives show top-dose activity change, negative = inhibition, actives largely listed as inhibitors. AID 463254, 2010;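 also: potency is read from the fitted curve at half-maximal effect; plate controls were DMSO wells for no effect and full inhibition by NEM control for full effect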
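Deubiquitinase activity read as fluorescence (485/531 nm) after Ub-CHOP2 cleavage activates the enterokinase reporter on its substrate; USP2 core 10nM, Ub-CHOP2 and substrate 25nM each, 30min compound preincubation then 60min RT; data normalized to NEM, curves fitted.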
Eya2 phos inh = qHTS Assay for Inhibitors of the Phosphatase Activity of Eya2; Protein phosphatase EYA2 (Homo sapiens), O00167; recombinant Eya2, OMFP fluorescence dephosphorylation (OMFP is methylfluorescein phosphate); Potency, µM (highest dose often 76.9 µM), without a hit: top-dose activity, negative = inhibition, hits mostly inhibitors; 330,000 compounds, 0.006% hits; AID 488837, 2010; also: potency is read from the fitted curve at half-maximal effect; % is scaled to controls: 0 for no effect and ±100 for the full control effect
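Eya2 (0.2 uM) preincubated 10 min at ambient with compound, then OMFP substrate added at 50 uM; 10 min reaction in 50 mM HEPES pH 7.5, 50 mM NaCl, 5 uM MgCl2, 0.05% BSA, 1 mM DTT. Fluorescence read at Ex 485/Em 525 nm.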
* marks the source's active call; other numbers are inactive results; ? = inconclusive; · = no result given; & = joins results of further samples; [ ] = another dose, or the depositor's remark. Unless noted, calls follow the shape of the dose curve; as a rule, active = well fitted curve in the direction sought with a large enough effect; inconclusive = small, poorly fitted or top-dose-only effect, or another doubt; inactive = no such curve, though single readings can be large; an effect the other way counts as inactive or inconclusive.

molecule,ASM inhibitor,B2AR arrestin,BRCA1 expr act,ELG1 genotox,TSG101-PTAP inh,USP2a inh,p53 reactivator,a7 integrin act,TRPV1 agonist,Eya2 phos inh,uPA generation
CCOc1cc(N2C(=O)CC3CS(=O)(=O)CC32)c(OCC)cc1NC(=O)c1ccccc1 (configuration not stated),2%,-0.3%,3%,-2%,0%,-3%,-3%,-52%[inhibitor],-7,-11%,2%
COc1ccc(CN2CCNC(=O)C2CC(=O)NCCC2=CCCCC2)cc1OC (configuration not stated),4%,-0.3%,-20%,3%,-4%,-1%,-3%,13%,0,7%,14%
CCOc1cc(/C=N/NC(=O)C(N)=O)cc(Br)c1O,-1%,-0.2%,-5%,0%,-1%,0%,18%,12%,0,9%,2%
Cc1ccc(OCCC(=O)OCC(=O)C(C)(C)C)cc1,1%,-2.1%,7%,-1%,-10%,3%,-3%,-31%,27,5%,4%
CS(=O)(=O)N1CCN(c2ccc(NC(=O)c3ccc(-c4ccc(Cl)cc4)o3)cc2)CC1,7%,0.4%,-43%,12%,-6%,4%,3%,?,3,0%,·
Cc1cccc(N2CN=C3SCC(=O)N3C2)c1,4%,-0.5%,-14%,-1%,-4%,3%,2%,7%,2,-10%,19%
CC(NC(=O)CN1C(=O)NC2(CCCC2)C1=O)c1ccc(Cl)cc1Cl (configuration not stated),1%,-1.8%,-4%,-2%,-2%,0%,-2%,-48%[inhibitor],·,-8%,-1%
Cc1ccc(C)c(NC(=O)CCN2CCOCC2)c1,-1%,-0.3%,-1%,3%,1%,5%,11%,13%,0,11%,-6%
Cc1ccc(C(=O)Nc2nnc(C)s2)cc1,-1%,-0.2%,?,-2%,-7%,-4%,?,9%,-6,-11%,-13%
COc1ccccc1C(=O)n1nc(-c2ccco2)nc1N,-2%,-1.8%,-19%,1%,-1%,2%,-3%,5%,1,24%,6%
O=C(O)CCCNC(=O)c1nn(Cc2ccccc2)c(=O)c2ccccc12,-2%,0.1%,0%,1%,-10%,0%,7%,-17%,-3,0%,1%
O=C(COc1ccc(F)cc1)Nc1cc(S(=O)(=O)N2CCCCC2)ccc1N1CCCCC1,0%,0.3%,-46%,0%,-1%,-8%,-1%,13%,-1,16%,20%
OCC1(Cc2ccccc2C(F)(F)F)CCN(Cc2ccccc2)CC1,1%,0.1%,-14%,-8%,0%,-4%,-5%,-31%,9,2%,2%
Cc1cccc(CSc2ncnc3c2cnn3Cc2ccccc2)c1,-2%,0.0%,1%,-2%,-5%,1%,5%,-8%,2,-19%,·
COc1ccc(C(=O)Nc2cc(C)nn2-c2ccc(F)cc2)cc1,-5%,0.1%,-19%,-6%,-1%,0%,2%,10%,2,5%,1%
CCc1cccc(NC(=O)C2CCN(S(=O)(=O)c3ccc4c(c3)NC(=O)CO4)CC2)c1,-10%,0.2%,-3%,-5%,-4%,1%,0%,?,-3,-9%,13%
C=CCN(CC=C)C(=S)NC(=O)c1ccc(OC)cc1,2%,?,-33%,-3%,2%,3%,-3%,-185%[inhibitor],-2,7%,·
CN1CCN(C(=O)c2ccc3c(c2)N(Cc2cccc(Cl)c2)C(=O)c2ccccc2S3(=O)=O)CC1,4%,-0.6%,-1%,-1%,-1%,3%,-2%,8%,-3,2%,-6%
NS(=O)(=O)c1ccc(NC(=S)NCc2cccs2)cc1,-4%,0.3%,-7%,-2%,2%,-2%,-4%,-1%,0,11%,0%
CCC1(C)Nc2ccccc2C(=O)N1O (configuration not stated),11%,?,-53%,-2%,-1%,0%,1%,-6%,-3,-10%,-9%
Cc1cccc(C(=O)OCC(=O)NC(C)C2CC3CCC2C3)c1O (configuration not stated),-2%,0.0%,-13%,-1%,-2%,7%,-1%,17%,·,-21%,-11%
COc1ccc(NC(=O)CCN2C(=O)c3ccccc3C2=O)cc1,-1%,-0.2%,0%,0%,-2%,1%,·,?,0,3%,5%
Cc1ccc(C)c(S(=O)(=O)N2CCN(C(=O)c3cc(S(=O)(=O)NCc4ccccc4)ccc3C)CC2)c1,-1%,-0.1%,-32%,-12%,-7%,-13%,3%,5%,8,6%,-6%
O=C(Cn1cc(/C=N/NC(=O)c2ccccc2Br)c2ccccc21)Nc1ccc(F)cc1,-10%,0.0%,-41%,-2%,1%,-3%,0%,27%,-5,5%,11%
CN1CCC(=NNC(=O)C(=O)Nc2ccccc2)CC1,-5%,-1.0%,43%,14%,0%,1%,28%,14%,-2,6%,3%
CC(C)=CCc1c(O)c(CC=C(C)C)c2c(c1O)C(=O)CC(c1ccc(O)cc1)O2 (configuration not stated),-18%,-0.1%,-30%,1%,-4%,0%,5%,-27%,17,-12%,5%
O=C(Nc1ccccc1)c1ccc(Cn2cc(C(F)(F)F)ccc2=O)cc1,-2%,0.2%,-6%,2%,-6%,3%,0%,-3%,14,-10%,·
CCCn1c(N)c(N2CCCCC2)c(=O)n(CC(=O)Nc2ccccc2)c1=O,0%,-0.9%,8%,?,-1%,2%,0%,13%,-1,-6%,4%
Cc1cccc(OC(C)C(=O)N2CCc3ccccc3C2)c1 (configuration not stated),5%,0.4%,1%,4%,5%,3%,-14%,19%,27,-5%,-31%
O=C(Oc1coc(CSc2ncccn2)cc1=O)c1cccs1,2%,0.2%,-28%,0%,-6%,-3%,2%,11%,-2,5%,6%
Cc1cccc(-n2c(-c3ccncc3)n[nH]c2=S)c1C,4%,-0.2%,28%,4%,-1%,4%,13%,?,-1,2%,-6%
CC(C)/C=C/C(=O)N1CCCC(N2CCN(c3ccccc3F)CC2)C1 (configuration not stated),5%,0.3%,-9%,-8%,-6%,-2%,-1%,-27%,10,5%,1%
CCCN1C(=O)/C(=C/c2ccc(C)o2)NC1=S,·,0.2%,·,2%,·,3%,1%,·,3,-1%,·
Cc1ccc2[nH]c(=O)c(C(c3nnnn3CCc3ccccc3)N3CCOCC3)cc2c1 (configuration not stated),-1%,-0.3%,-4%,-6%,-5%,-2%,7%,-18%,9,15%,3%
O=C(COc1ccc(Cl)cc1)N1CCCCC1,5%,0.0%,?,?,-3%,2%,29%,17%,14,-9%,-1%
CC1CN(C(=O)COC(=O)c2ccc(O)cc2)CC(C)O1 (configuration not stated),5%,-0.4%,0%,6%,-7%,0%,-1%,16%,1,-1%,1%
CCNC(=O)COc1ccc(OCc2ccccc2)cc1,1%,-0.2%,-51%,8%,-6%,0%,3%,8%,21,-6%,0%
CC1CCCN(S(=O)(=O)c2ccc(NC(=O)Cc3ccc(S(=O)(=O)N4CCOCC4)s3)cc2)C1 (configuration not stated),-1%,0.1%,-43%,-4%,-2%,-4%,-2%,-26%,-2,-6%,-6%
Cc1ccc(-c2csc3ncnc(Nc4ccc(C(=O)O)cc4)c23)cc1,-2%,-0.8%,-7%&4%,-1%,-3%,-1%,-4%,8%,-1,2%,4%
